# High-throughput results deposited in PubChem BioAssay by several laboratories.
# Wee1 stabilizer: Wee1 degradation inhibitors, primary screen, cell-based, HeLa, Wee1K328M-luciferase, luminescence | HeLa Luc-Wee1K328M stability; 100% = proteasome inhibitor MG132 effect | reporter increase, % at 5 µM | hit rate 1.2% among 220,000 | AID 1321, 2008;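 active means activation above the mean of all tested compounds plus 3 SD, set per screening run, cut at about 8.8% in these data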;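 further: cells exposed to compound for 20 h before luminescence read; 0% = DMSO alone and 100% = MG132 at 30 µM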
# FXIIa inh 1536: human FXIIa protease inhibitors, primary screen, biochemical, 1536-well | Coagulation factor XII (Homo sapiens), P00748 | purified FXIIa, Boc-QGR-AMC fluorogenic substrate, 2 h | inhibition, % at 5 µM | hit rate 0.3% among 220,000 | AID 800, 2007; in the data active means inhibition above about 40%;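 further: 0% = enzyme with no compound and 100% = blank without enzyme; many of its hits are not listed in these tables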
# PERK inh: block of dimerizer-induced PERK translation repression, primary screen, PERK inhibitor project, CHO PERK-DD cells, SEAP luminescence, HTS; Eukaryotic translation initiation factor 2-alpha kinase 3 (Homo sapiens), Q9NZJ5; CHO PERK-DD fusion, SEAP luminescence translation reporter; AID 1416, 2008; inhibition, % at 5.6 µM; hit rate 0.17% among 220,000;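 active means inhibition above the mean inhibition of all tested compounds plus 3 SD, set separately per screening campaign, cut at about 2.9% in these data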;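 further: PERK kinase domain activated by AP20187 dimerizer at 100 nM; 0% = DMSO with dimerizer and 100% = rapamycin at 8.4 µM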
# Furin inhibitor: human furin inhibitors, primary screen, biochemical, fluorescence intensity; hit rate 0.061% among 220,000; purified furin, fluorogenic substrate cleavage; inhibition, % at 30 µM; AID 463115, 2010; in the data active means inhibition above about 25%; further: inactives centre near -15
# FXIa inh 1536: human FXIa protease inhibitors, primary screen, biochemical, 1536-well; hit rate 0.14% among 220,000; Coagulation factor XI (Homo sapiens), P03951; inhibition, % at 5 µM; purified FXIa, Boc-Glu-Ala-Arg-AMC fluorogenic substrate;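 active means inhibition of at least 40%; inactive means inhibition below 40%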;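 further: fluorescence of freed AMC excited at 355 nm; 0% = enzyme without compound and 100% = no enzyme blank; many of its hits are not listed in these tables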
# Target sequence (P03951 19-387 limits assumed): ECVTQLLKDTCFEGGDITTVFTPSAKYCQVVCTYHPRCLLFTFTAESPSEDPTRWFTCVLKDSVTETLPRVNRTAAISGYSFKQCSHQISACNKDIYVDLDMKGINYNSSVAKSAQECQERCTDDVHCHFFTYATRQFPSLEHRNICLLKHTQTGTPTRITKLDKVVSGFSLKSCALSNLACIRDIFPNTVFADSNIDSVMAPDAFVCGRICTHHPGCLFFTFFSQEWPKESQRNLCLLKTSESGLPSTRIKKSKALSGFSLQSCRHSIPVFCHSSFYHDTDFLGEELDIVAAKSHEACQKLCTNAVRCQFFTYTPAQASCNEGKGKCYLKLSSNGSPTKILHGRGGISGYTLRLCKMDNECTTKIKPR
# Target sequence (P03951 388-625 limits assumed): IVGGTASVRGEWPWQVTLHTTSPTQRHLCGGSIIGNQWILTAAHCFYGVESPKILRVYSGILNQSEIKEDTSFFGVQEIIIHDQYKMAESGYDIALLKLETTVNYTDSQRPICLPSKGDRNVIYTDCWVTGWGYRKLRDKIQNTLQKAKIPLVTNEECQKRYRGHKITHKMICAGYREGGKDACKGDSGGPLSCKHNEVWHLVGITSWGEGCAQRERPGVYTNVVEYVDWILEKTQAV
# thrombin 1536: human alpha-thrombin inhibitors, primary screen, counter-screen for coagulation protease inhibitor project, biochemical, 1536-well, fluorogenic AMC substrate | Prothrombin (Homo sapiens), P00734 | Boc-VPR-AMC fluorogenic substrate cleavage | inhibition, % at 5 µM | hit rate 0.26% among 220,000;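 active means inhibition at or above 40%; inactive means inhibition below 40%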;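 further: 0% = enzyme with no compound and 100% = wells without enzyme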
#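 Assay system: human alpha-thrombin enzyme. Reagent: Boc-VPR-AMC substrate, 15 µM final. Compound dosing: one concentration per compound, 5 µM, with 0.2% DMSO. Incubation: room-temperature reaction. Technique: AMC fluorescence, 355/460 nm. Measure: % inhibition relative to enzyme controls and enzyme-free blanks.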
# KLK5 inh: human KLK5 protease inhibitors, primary screen, biochemical, 1536-well; Kallikrein-5 (Homo sapiens), Q9Y337; hit rate 0.59% among 210,000; inhibition, % at 5 µM; AID 873, 2007; recombinant hK5, fluorogenic AMC substrate cleavage;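 active means inhibition of 40% or more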;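 further: 0% = enzyme controls without compound and 100% = no-enzyme blanks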
# Target sequence (Q9Y337 67-293 limits assumed): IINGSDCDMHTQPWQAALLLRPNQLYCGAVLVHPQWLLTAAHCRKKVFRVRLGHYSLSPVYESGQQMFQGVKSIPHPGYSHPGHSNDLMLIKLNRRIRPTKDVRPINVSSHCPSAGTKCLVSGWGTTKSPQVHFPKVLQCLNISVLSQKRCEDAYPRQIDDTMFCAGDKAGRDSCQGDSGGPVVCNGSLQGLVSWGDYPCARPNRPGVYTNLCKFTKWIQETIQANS
# Cl transport mod: KCC2 cotransporter modulators, thallium flux, primary screen, cell-based, HEK293 KCC2, FluoZin-2 fluorescence, MLSMR | Solute carrier family 12 member 5 (Homo sapiens), Q9H2X9 | KCC2 cells, thallium flux FluoZin-2 fluorescence | B-score of Tl+ flux slope (higher = more flux/activation; lower = inhibition) at 10 µM | hit rate 2.2% among 190,000 | AID 1456, 2008;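 active means thallium flux slope and its plate-corrected score both differing from the plate sample mean at a set confidence after two filtering rounds, in either direction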;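 further: slope of fluorescence scaled to starting intensity during 10 to 20 s after thallium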
# p97 inhibitor: inhibitors of human p97 ATPase, primary screen, biochemical; Transitional endoplasmic reticulum ATPase (Homo sapiens), P55072; recombinant p97 ATPase, Kinase-Glo ATP luminescence, 3 h; inhibition, % at 8 µM; hit rate 0.42% among 220,000; AID 1481, 2009; in the data active means inhibition above about 15%;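 further: 0% = DMSO vehicle and 100% = wells lacking enzyme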
# * marks the source's active call; other numbers are inactive results; i = inactive; / = not tested or not shown; [ ] = dose if it differs, or a comment.
# Every second line gives: Wee1 stabilizer	Cl transport mod	FXIIa inh 1536	Furin inhibitor	p97 inhibitor	PERK inh	FXIa inh 1536	KLK5 inh	thrombin 1536
> O=C(CN1CCC(O)(c2ccccc2)CC1)Nc1ccc2c(c1)OCCO2
 : 5.9	0.0182	9.2	-34.4	1.8	-0.5	-3.8	-1.0	-8.0
> Cc1ccc(-n2cccc2/C=N/n2cnnc2)cc1Cl
 : 0.4	/	13.3	-9.0[20 µM]	1.3	0.8	3.4	2.1	-1.3
> C/C(CCc1ccccc1)=N\NC(=O)CCc1ccccc1
 : 2.9	-1.45	3.7	-15.2	0.8	1.0	3.9	-15.9	-4.0
> CCOC(=O)N1CCN(c2nc(-c3ccc(Cl)cc3)cs2)CC1
 : -3.0	0.309	17.0	-12.1	-2.6	0.4	7.3	17.7	1.1
> Cc1ccccc1CS(=O)(=O)c1cnc2ccccc2n1
 : -1.3	/	15.1	-14.6[20 µM]	3.3	0.3	1.5	6.4	-0.5
> O=Cc1cn(CC(=O)N2CCCCCC2)c2ccccc12
 : -0.4	-0.188	0.9	-10.0	3.4	0.4	-3.1	-2.9	-6.2
> Cc1ccc(-c2csc3ncnc(Cl)c23)cc1
 : -0.3	-0.254	0.8	6.9	-6.5	0.3	-4.2	-7.7	-5.9
> COc1ccccc1N(C)S(=O)(=O)c1ccc(C(=O)OCC(=O)NCc2cccs2)cc1
 : 0.1	-0.769	7.3	-22.3	0.4	0.2	-2.4	-2.0	-4.0
> COc1ncnc2c1oc1nc(CC(C)C)c3c(c12)CCCC3
 : -0.9	/	25.6	-21.6	0.7	0.7	10.8	-5.6	5.5
> O=C(NCCCN1CCCC1)c1cccc(N2CCCC2=O)c1
 : -3.6	-0.00397	27.1	-8.9[20 µM]	1.3	-0.1	2.2	2.0	11.0
> C=C(C)C(=O)Nc1cccc(C2=NOC3(C2)C[C@@H](C(N)=O)N(C(=O)c2ccc(Cl)cc2)C3)c1 (stereo partly specified)
 : /	-1.47	-0.1	-17.3	/	/	-7.8	-5.0	-9.9
> O=c1ccc(NS(=O)(=O)c2ccc(Cl)cc2)cn1Cc1ccc(Cl)c(Cl)c1
 : -0.7	-0.553	8.3	-20.2	-1.5	0.1	-4.9	2.7	-2.4
> Cc1ccc(CCNC(=O)C2CCCN(S(=O)(=O)c3c(C)nn(C)c3C)C2)cc1 (stereo unspecified)
 : -2.6	-2.22	8.7	-26.5	-2.4	-0.9	-1.1	-1.0	-7.4
> COc1cc(/C=N/Nc2ccc3ccccc3c2)ccc1OC(=O)c1ccco1
 : -0.5	-0.0121	21.6	-7.9	5.6	0.5	9.2	-2.5	10.0
> CC(C)COc1ccc(/C(=N/O)c2ccccc2)cc1
 : -2.0	-0.0587	15.9	-1.4[20 µM]	0.9	1.2	1.7	1.7	-3.8
> CCCCOc1ccc(-c2cc(C(F)(F)F)c(C#N)c(SCC(=O)O)n2)cc1
 : 2.5	-3.24	5.6	-18.8	1.1	0.7	-1.8	2.4	-12.1
> COc1ccc(C(=O)N(C(C)C)C(C)C)c(OC)c1
 : 0.0	0.00621	4.7	-1.5[20 µM]	0.2	-0.1	-10.1	0.7	-4.0
> COc1ccccc1C(=O)N/C(=C\c1ccc(Br)cc1)C(=O)N1CCCC1
 : -1.3	-2.06	5.9	-11.7	-0.1	-1.8	0.1	1.0	4.5
> O=C(O)c1cccc(-n2cccc2C=C2C(=O)c3ccccc3C2=O)c1
 : 0.5	-0.689	8.2	-10.5	8.8	0.8	2.5	/	1.8
> CC(C)(C)c1ccc(C(=O)N2CCN(c3nc4ccccc4o3)CC2)cc1
 : -1.3	0.512	10.7	-19.3	1.7	1.3	2.7	-23.3	-6.4
> O=C(C1CCCN(S(=O)(=O)c2cnc[nH]2)C1)N1CCN(c2ccc(Cl)cc2)CC1 (stereo unspecified)
 : 2.1	0.301	16.0	-12.2	-7.1	0.5	2.8	-10.8	-6.3
> Nc1nc(-c2ccccn2)nc(N)c1Cc1c(F)cccc1Cl
 : 1.9	0.216	1.7	-6.9	3.3	-1.1	-4.9	-87.1	-14.5
> COc1ccc(N2C(=O)/C(=C\c3ccco3)N=C2SCC(=O)NC(C)(C)C)cc1Cl
 : -2.1	-1.47	3.6	-14.2	2.3	-0.8	-3.9	-7.2	-4.1
> COc1ccccc1N1CCN(C(=O)c2ccc(Cn3c(=O)[nH]c4ccsc4c3=O)cc2)CC1
 : 7.3	-1.13	4.1	-15.7	4.7	-1.6	-0.7	2.1	-3.6
> O=C(CSCC(=O)NC1CCCC1)Nc1ccccc1
 : -3.6	0.524	1.4	-19.4	-1.8	0.6	-13.9	-4.3	-9.4
> COc1cccc(Oc2ccc(OC)cc2C(=O)O)c1
 : 3.0	0.767	0.8	-7.4	6.6	0.5	-4.0	-4.9	1.4
> CC(C)(C)C(=O)Cn1c(NCCO)nc2ccccc21
 : -0.8	1.18	5.5	-16.4[20 µM]	-1.0	1.3	-0.7	-10.2	-1.4
> N=C(N)c1ccc(O)cc1
 : 4.2	0.351	35.0	-13.8	-1.0	-0.7	33.4	31.1	9.8
> COC(=O)c1ccc(N2CCN(C)CC2)c(NC(=O)c2cccnc2)c1
 : -0.6	1.35	-6.1	-7.7	1.2	1.4	-8.9	-25.6	-0.7
> COc1ccc2nc3ccccc3nc2c1NC(=O)c1ccc(Cl)cc1Cl
 : 1.9	i	13.6	-14.3	7.2	1.3	14.6	-2.5	0.4
> Cc1ccc(S(=O)(=O)NC(CCc2ccccc2)CC(=O)C(C)(C)C)cc1 (stereo unspecified)
 : -0.3	-1.08	9.1	-10.0	2.5	-0.4	-2.6	-6.3	-1.3
> CC(NC(=O)CCCCCN1C(=O)c2ccccc2C1=O)c1ccc2c(c1)CCCC2 (stereo unspecified)
 : 0.6	/	-4.4	-13.3[20 µM]	-4.1	0.9	-1.1	4.1	-9.0
> CCOc1ccc(S(=O)(=O)N/N=C(\C)c2ccc(OC)cc2OC)cc1
 : 0.0	-0.654	-1.6	-4.6	2.0	-0.2	-8.5	-16.9	-1.1
> NS(=O)(=O)c1ccc(NC(=O)/C=C/c2cccc(Cl)c2)cc1
 : 3.1	-1.1	7.5	-21.4	6.2	1.4	0.4	-2.3	-3.9
> CCOc1ccc2cc(C#N)c(SCC(=O)N3CCCC3)nc2c1
 : 1.8	-0.994	/	-23.2[20 µM]	-7.4	-0.1	/	/	/
> C/C(=N\NS(=O)(=O)c1ccc(Br)cc1)c1cccs1
 : 1.7	-0.273	13.7	-18.3[20 µM]	2.0	0.5	1.0	-10.1	-4.4
> O=C(NCc1ccc(F)cc1Cl)C1CCN(S(=O)(=O)N2CCC3(CC2)OCCO3)CC1
 : -0.1	/	2.2	-20.7	-5.5	-1.2	0.1	2.2	1.1
> CC1=NN(c2ccccc2)C(=O)/C1=C\C=C1/N(C)c2ccccc2C1(C)C
 : -2.3	-2.45	15.0	13.2	-3.2	-0.1	8.8	-1.1	-5.4
> COCc1cc(=O)n2[nH]c(C)nc2n1
 : 1.7	-0.227	8.5	-23.5	-1.0	1.0	-1.1	1.2	5.6
> NNC(=O)CCS(=O)(=O)c1ccc2ccccc2c1
 : -0.3	0.23	-0.5	-14.6[20 µM]	-5.8	-0.5	-7.1	-11.1	-3.5
> CC(C)c1ccc(-c2cc(C(=O)NN3CCN(C)CC3)c3ccccc3n2)cc1
 : -1.8	0.275	8.3	-13.5	-2.6	-1.0	5.6	-11.0	-6.8
> COc1ccccc1NS(=O)(=O)c1cc(NC(=O)c2cc3ccccc3oc2=O)ccc1C
 : 0.4	0.0328	5.3	-14.1	5.9	-1.0	4.5	-0.2	-1.9
> COC(=O)c1c(C)cc(C)n2c1nc1ccccc12
 : 9.8*	0.465	9.6	-19.5	0.0	-0.5	-3.4	-9.2	-4.0
> O=C1CC(SC(=Nc2ccccc2)Nc2ccccc2)C(=O)N1c1cccc2ccccc12 (stereo unspecified)
 : -1.2	/	-9.1	-4.4	-5.0	0.4	-4.0	0.8	-0.8
> CCC(=O)Nc1nnc(CCc2ccccc2)s1
 : 2.7	-1.37	17.0	-10.7[20 µM]	4.0	0.6	7.1	-5.2	2.1
> CC(NC(=O)COC(=O)Cn1cnc2ccccc2c1=O)C1CC2CCC1C2 (stereo unspecified)
 : -3.8	1.06	10.1	-10.4	-2.9	0.5	10.4	-18.5	-6.0
> CC1CC1C(=O)OCC(=O)Nc1ccc2[nH]c(=O)[nH]c2c1 (stereo unspecified)
 : -1.0	0.511	20.7	1.6	-0.3	0.9	12.0	7.2	12.3
> COc1ccc(C(C(O)C(=O)c2c[nH]c3ccccc23)N2CCN(c3ccc(OC)cc3)CC2)cc1 (stereo unspecified)
 : 1.2	/	-10.5	-24.3	-2.8	-0.8	2.6	-18.1	-9.3
> Cc1csc(NC(=O)c2ccccc2C(=O)O)n1
 : 6.9	0.831	-7.1	-19.7[20 µM]	-10.3	0.2	-8.3	-32.0	-0.7
> O=c1c2cn[nH]c2nc(SCc2ccc3c(c2)OCCO3)n1-c1ccccc1
 : -0.6	-1.87	9.1	-3.0[20 µM]	-2.6	-1.4	-3.4	-173.3	0.8
> Cc1ccnc(NS(=O)(=O)c2ccc(N3C(=O)c4c(Cl)c(Cl)c(Cl)c(Cl)c4C3=O)cc2)n1
 : 3.2	1.06	5.2	-9.6	-5.4	0.0	4.8	-20.3	0.4
> CC1CCCC(C)N1CCNC(=O)CCn1nc(-c2ccccc2)ccc1=O (stereo unspecified)
 : 0.6	0.241	-2.4	-19.2	8.5	0.8	-0.7	4.4	2.1
> COc1cccc(N2CC(=O)N(NC(=O)CSc3nc(C)cc(C)c3C#N)CC2=O)c1
 : -2.6	0.811	2.2	-18.7	-5.3	-0.8	-0.3	-9.1	-0.7
> COc1ccc2c(CC(=O)Nc3ccc(OC)c(NS(=O)(=O)c4ccc(F)cc4)c3)coc2c1
 : 0.0	0.3	5.8	-1.8[20 µM]	-0.4	-1.1	4.2	0.0	-4.3
> CCn1c(SCC(=O)Nc2ccc3c(c2)oc2ccccc23)nnc1-c1ccc(N)cc1
 : -1.7	/	23.2	-10.2[20 µM]	-4.0	-2.7	12.1	0.5	-10.8
> O=C(O)c1cccc(N2C(=O)Nc3ccccc3N2O)c1
 : 0.5	-0.0213	0.5	-21.3	2.2	0.9	-6.0	-9.1	-3.3
> O=C(CN1CCC(NC(=O)c2cccc(F)c2)CC1)NCc1cccs1
 : -1.0	0.67	16.3	-8.6	3.0	0.2	9.7	/	2.6
> CC(C)CN(CC(C)C)S(=O)(=O)N1CCC(C(=O)NCCN2CCOCC2)CC1
 : -2.4	/	0.8	-23.2	-0.7	-0.3	1.6	0.2	-0.6
> CC1CCN(S(=O)(=O)c2cc(Cl)ccc2Br)CC1
 : 1.3	/	22.3	-17.9[20 µM]	-5.3	0.4	15.6	-2.6	-3.4

# Hits appear at their usual frequency; about 4.4% have a hit in one of these screens.
